Screens: PubChem BioAssay, several laboratories
p97 inhibitor – blocks human p97 ATPase activity; P55072; recombinant p97 ATPase, Kinase-Glo ATP luminescence, 3 h; inhibition, % at 8 µM; 220,000 compounds, 0.42% hits; AID 1481; in the data active = inhibition above about 15%;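 also: 0% = DMSO vehicle and 100% = wells lacking enzyme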
PPC-1+TRAIL kill – compounds killing PPC-1 cancer cells with TRAIL present (potentiator screen, no TRAIL-free arm); 220,000 compounds, 0.41% hits; cell killing (% activity), % at 4 µM; AID 1443; PPC-1 cells + TRAIL, ATPLite viability luminescence;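 active = cell killing above 50% in the first pass at 4 µM, then a duplicate retest at 5 µM averaging 50% or more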;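 also: plate controls were cells with TRAIL plus DMSO for no effect and medium-only wells lacking cells for full effect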
Ba/F3 V617F tox – loss of viability in JAK2V617F-driven Ba/F3 cells | Ba/F3 EpoR-JAK2V617F viability, ATP luminescence | inhibition, % at 5.6 µM | 220,000 compounds, 1.1% hits | AID 1446;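 active = inhibition above the campaign mean plus 3 SD over all tested compounds, cut at about 24% in these data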;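 also: cytokine-independent growth of Ba/F3 cells driven by EpoR plus mutant JAK2; 0% = DMSO-treated cells and 100% = JAK inhibitor I control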
RBBP9 inhibitor – inhibitors of human serine hydrolase RBBP9 | O75884 | recombinant RBBP9, FP-Rh probe fluorescence polarization | inhibition, % at 7.94 µM | 220,000 compounds, 0.2% hits;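 active = inhibition above the campaign mean of all tested compounds plus 3 SD, cut at about 14% in these data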;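 also: plate controls were DMSO wells with RBBP9 for no effect and wells lacking RBBP9 protein for full effect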
Target sequence (O75884 whole entry, looked up): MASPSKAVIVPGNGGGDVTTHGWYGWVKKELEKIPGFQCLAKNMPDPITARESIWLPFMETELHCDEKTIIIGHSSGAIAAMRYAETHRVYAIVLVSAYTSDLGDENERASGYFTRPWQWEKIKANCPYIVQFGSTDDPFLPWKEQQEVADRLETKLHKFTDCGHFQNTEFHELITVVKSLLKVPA
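Test system: recombinant human RBBP9. Quantity: 2.5 µM RBBP9 dispensing solution, before mixing. Detection: FP readout at 525/598 nm. Reagent: Serine-hydrolase probe FP-Rh, 375 nM pre-mixing. Measure: % inhibition. Control set: DMSO-treated enzyme wells and wells lacking RBBP9. Buffer or medium: Tris-NaCl-Pluronic buffer, pH 8.0. Times: preincubation 30 min plus labeling 45 min at 25 °C.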
PGE2 EP2 inh – blocks the human prostaglandin E2 receptor EP2. inhibition, % at 25 µM. AID 1422. 260,000 compounds, 0.52% hits. C6 glioma cells expressing human EP2, cAMP TR-FRET; cells stimulated with saturating PGE2;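 active = percent inhibition above 40 after rounding to a whole number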;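 also: rat C6 glioma host cells with rolipram phosphodiesterase inhibitor present; the protocol text gives 20 µM as final concentration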
Tb hexokinase – T. brucei hexokinase 1 inhibition; recombinant TbHK1, G6PDH-coupled NADH A340; inhibition, % at 10 µM; AID 1430; 220,000 compounds, 0.11% hits;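 active = inhibition of 50% or more in the single-dose primary screen; inactive = inhibition below 50%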
Furin inh – blocks human furin protease activity; P09958; inhibition, % at 30 µM; purified furin, fluorogenic substrate cleavage; 220,000 compounds, 0.061% hits; in the data active = inhibition above about 25%; also: inactives centre near -15
Target sequence (P09958 108-714 limits assumed): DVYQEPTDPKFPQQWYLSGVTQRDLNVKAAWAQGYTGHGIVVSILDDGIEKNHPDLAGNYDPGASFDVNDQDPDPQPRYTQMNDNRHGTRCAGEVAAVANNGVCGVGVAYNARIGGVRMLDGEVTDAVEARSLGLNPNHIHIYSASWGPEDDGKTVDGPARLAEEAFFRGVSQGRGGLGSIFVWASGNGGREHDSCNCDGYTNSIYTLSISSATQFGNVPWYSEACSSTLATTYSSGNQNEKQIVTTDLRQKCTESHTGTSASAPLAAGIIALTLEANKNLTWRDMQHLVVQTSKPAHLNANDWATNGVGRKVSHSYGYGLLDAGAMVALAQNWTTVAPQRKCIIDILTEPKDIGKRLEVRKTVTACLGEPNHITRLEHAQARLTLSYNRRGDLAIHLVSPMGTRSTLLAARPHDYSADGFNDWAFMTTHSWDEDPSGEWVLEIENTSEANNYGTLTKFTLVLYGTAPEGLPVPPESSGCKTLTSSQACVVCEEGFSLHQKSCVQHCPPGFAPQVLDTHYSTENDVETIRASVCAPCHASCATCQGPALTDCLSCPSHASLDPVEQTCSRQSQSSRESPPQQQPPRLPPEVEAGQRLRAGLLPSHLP
NCF1 inh – inhibitors of human p47phox binding | p47phox/p22phox peptide binding, fluorescence polarization, 2 h | inhibition, % at 24.7 µM | 220,000 compounds, 0.53% hits | AID 1274;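 active = inhibition above about 30%, limit read from the data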;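 also: 0% = p47phox with labelled peptide and 100% = labelled peptide alone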
BaF3 tox – parental Ba/F3 viability inhibition as JAK2V617F counter-screen. CellTiter-Glo ATP luminescence. inhibition, % at 5.6 µM. 220,000 compounds, 1.1% hits. AID 1486;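 active = inhibition above a per-campaign cutoff, the mean inhibition of all tested compounds plus 3 SD, cut at about 27% in these data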;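 also: 0% = DMSO wells and 100% = JAK Inhibitor I control wells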
Numbers without * were called inactive; x = not tested or not shown; & = joins results of further samples; [ ] = dose if it differs, or a comment.

SMILES	p97 inhibitor	PPC-1+TRAIL kill	Ba/F3 V617F tox	RBBP9 inhibitor	PGE2 EP2 inh	Tb hexokinase	Furin inh	NCF1 inh	BaF3 tox
Oc1c(C=C2N=c3ccccc3=N2)sc(=S)n1-c1ccc2ccccc2c1	3	6	-3	2	7	-31	-17	-28	-2
COc1ccc(/C=N/NC(=O)CCc2nc3ccccc3[nH]2)cc1	1	22	1	1	3	-7	-26	1	5
COc1ccc(N(C(=O)CNC(=O)c2cccs2)C(C(=O)NC2CCCC2)c2cccnc2)cc1 (stereo not given)	-1	-3	-2	-7	7	-5	-27	3	0
c1ccc(Sc2ncnc3c2oc2ccccc23)cc1	-4	11	0	4	4	-2	-12[20 µM]	-7	1
COC(=O)c1[nH]c2ccccc2c1NC(=O)C(C)N1CCN(C(=O)c2ccco2)CC1 (stereo not given)	5	6	0	-3	14	-7	-26[20 µM]	-4	3
COC(=O)C1(C)NC(c2ccco2)C2C(=O)N(c3ccc(C)cc3)C(=O)C21 (stereo not given)	0	2	1	4	9	2	-21[20 µM]	-2	6
CC(=O)Nc1ccc(-c2nnc(SCC(=O)Nc3ccc4c(c3)oc3ccccc34)n2C)cc1	-10	15	1	-16	1	-12	-26[20 µM]	-29	0
CS(=O)(=O)N1CCC(Oc2ccccc2C(=O)NCCCc2cccnc2)CC1	-1	5	5	-3	4	6	-14	2	7
C/C(=N\NS(=O)(=O)c1ccccc1)c1cc(Cl)cc(Cl)c1O	2	19	-2	-1	4	-3	-5	-10	-2
Cc1nc2ncnn2c(C)c1Cc1ccccc1Cl	-6	9	2	-7	8	-13	-15	7	4
Cc1ccc(NC(=S)NC(NC(=O)Cc2cccc3ccccc23)C(Cl)(Cl)Cl)cc1 (stereo not given)	0	-20	5	-14	7	7	-23[20 µM]	-11	6
CCOC(=O)C1=NNC2(c3ccc(C)cc3)C(=O)N(c3ccccc3)C(=O)C12 (stereo not given)	4	4	-1	7	9	-5	-19	11	-3
S=c1nc(-c2cccc(Br)c2)[nH][nH]1	8	2	-1	-8	12	0	-29	-1	1
Cc1cc(C)nc(Nc2n[nH]c(Cc3ccccc3)n2)n1	-1	17	3	-7	14	2	-17[20 µM]	1	4
Cc1c(CCOC(=O)C23CC4CC(CC(C4)C2)C3)sc[n+]1Cc1ccccc1	4	9	-2	-1	13	29	-10	-7	2
CC(C)C(NC(=O)c1ccc(C(C)(C)C)cc1)C(=O)OCC(=O)NC(=O)Cc1ccccc1 (stereo not given)	-5	17	5	-13	4	36	-5	-2	6
COC(=O)c1ccc(C2CC(=O)NC3=C2C(=O)CCC3)cc1 (stereo not given)	3	21	-2	-3	6	-3	-6	-6	6
COc1ccc(C=O)cc1OS(=O)(=O)c1ccccc1[N+](=O)[O-]	6	13	1	3	6	35	1	-3	4
COCCN1C=C(C(=O)OC)C(c2ccc3c(c2)OCO3)C(C(=O)OC)=C1	0	6	-1	-7	7	-13	-6	-21	-1
COc1cc(C)c(Cc2cnc(N)nc2N)cc1OC	9	14	33*	-1	13	x	x	-11	-2
Cc1ccc(NS(=O)(=O)c2cccc(C(=O)Nc3c(C)n(C)n(-c4ccccc4)c3=O)c2)cc1	2	12	4	-5	8	-9	-9	0	-3
Cc1nc2cc(NC(=O)N(C)c3ccc4ccccc4c3)ccc2o1	8	14	0	16*	8	-5	-56[20 µM]	-22	6
Cc1ccc(Cl)cc1N1CCN(S(=O)(=O)c2ccc3c(c2)OCCO3)CC1	-5	-34	2	-12	15&11	-4	-17	-2	6
COc1ccccc1CNC(=O)C(C)c1ccc([N+](=O)[O-])cc1 (stereo not given)	-1	5	-1	4	9	1	-22	-10	3
CCOCCCNC(=O)C(NC(=O)c1ccccc1O)c1ccc(C)cc1 (stereo not given)	3	14	-3	-4	7	-15	-24	-7	7
Cc1nn(C(C)c2nc(-c3ccccc3)no2)c(C)c1[N+](=O)[O-] (stereo not given)	0	12	-4	-4	0	-5	-7[20 µM]	-6	0
CCOc1ccc(/C(O)=C2/C(=O)C(=O)N(CCOCCO)C2c2ccccc2)cc1 (stereo not given)	-3	7	3	-4	21	-32	0	-8	5
O=C(O)CC(SCC(=O)Nc1ccc(Br)cc1)C(=O)O (stereo not given)	1	9	-3	-3	3	0	-24	-6	7
COc1ccc2nc(NC(=S)N(C)C)sc2c1	6	35	-4	0	8	-38	-2[20 µM]	-12	2
CC(NC(=O)Nc1ccc2c(c1)OCO2)C1CCCO1 (stereo not given)	-1	5	-1	-1	5	5	-11[20 µM]	-5	6
Cc1ccc(C(=O)CSc2nnc(CNc3ccc(C)cc3C)o2)cc1	2	12	0	-1	10	-1	8[20 µM]	4	7
CC(=O)N1CCN(c2cc3c(cc2F)c(=O)c(C(=O)O)cn3C2CC2)CC1	7	-1	-1	-8	10	-12	-18	-3	6
CC1CN(C)C(C)c2c1oc1ccc([N+](=O)[O-])cc21 (stereo not given)	0	13	-4	-8	6	-10	-20	-3	-2
CCn1c(-c2ccc(C)cc2)nn(CC(=O)NCCc2ccccc2)c1=S	3	7	0	6	5	26	-5	-14	10
Cc1cc(S(=O)(=O)N2CCN(c3ncccn3)CC2)ccc1-n1cnnn1	0	-9	-2	-3	14	-3	-12	-7	2
Cc1ccc(N(C)C(=O)N2CCN(S(=O)(=O)c3ccc(C)c(C)c3)CC2)cc1	-3	-8	-4	6	6	-11	-10[20 µM]	-7	1
C=CCn1c(COc2ccccc2F)nnc1SCC(=O)N1CC(=O)Nc2ccccc21	-2	19	-4	-3	13	1	-8[20 µM]	-8	6
O=C(O)C1CSC2(CCN(Cc3ccccc3)CC2)N1 (stereo not given)	6	-1	1	3	5	8	-12[20 µM]	-2	5
OCC1(CC2CCCCO2)CCN(C/C=C/c2ccccc2)CC1 (stereo not given)	-4	-2	6	-3	5	7	-2	-3	1
CCCC1CCC(C2=N/C(=C\c3ccc(OC)c(OC)c3)C(=O)O2)CC1 (stereo not given)	0	24	-6	2	3	-2	-23[20 µM]	-5	3

Part of the list above, with values under each structure.
Values run as follows: p97 inhibitor | PPC-1+TRAIL kill | Ba/F3 V617F tox | RBBP9 inhibitor | PGE2 EP2 inh | Tb hexokinase | Furin inh | NCF1 inh | BaF3 tox
- Cc1nn(C(C)c2nc(-c3ccccc3)no2)c(C)c1[N+](=O)[O-] (stereo not given)
 : 0 | 12 | -4 | -4 | 0 | -5 | -7[20 µM] | -6 | 0
- CCOc1ccc(/C(O)=C2/C(=O)C(=O)N(CCOCCO)C2c2ccccc2)cc1 (stereo not given)
 : -3 | 7 | 3 | -4 | 21 | -32 | 0 | -8 | 5
- O=C(O)CC(SCC(=O)Nc1ccc(Br)cc1)C(=O)O (stereo not given)
 : 1 | 9 | -3 | -3 | 3 | 0 | -24 | -6 | 7
- COc1ccc2nc(NC(=S)N(C)C)sc2c1
 : 6 | 35 | -4 | 0 | 8 | -38 | -2[20 µM] | -12 | 2
- CC(NC(=O)Nc1ccc2c(c1)OCO2)C1CCCO1 (stereo not given)
 : -1 | 5 | -1 | -1 | 5 | 5 | -11[20 µM] | -5 | 6
- Cc1ccc(C(=O)CSc2nnc(CNc3ccc(C)cc3C)o2)cc1
 : 2 | 12 | 0 | -1 | 10 | -1 | 8[20 µM] | 4 | 7
- CC(=O)N1CCN(c2cc3c(cc2F)c(=O)c(C(=O)O)cn3C2CC2)CC1
 : 7 | -1 | -1 | -8 | 10 | -12 | -18 | -3 | 6
- CC1CN(C)C(C)c2c1oc1ccc([N+](=O)[O-])cc21 (stereo not given)
 : 0 | 13 | -4 | -8 | 6 | -10 | -20 | -3 | -2
- CCn1c(-c2ccc(C)cc2)nn(CC(=O)NCCc2ccccc2)c1=S
 : 3 | 7 | 0 | 6 | 5 | 26 | -5 | -14 | 10
- Cc1cc(S(=O)(=O)N2CCN(c3ncccn3)CC2)ccc1-n1cnnn1
 : 0 | -9 | -2 | -3 | 14 | -3 | -12 | -7 | 2
- Cc1ccc(N(C)C(=O)N2CCN(S(=O)(=O)c3ccc(C)c(C)c3)CC2)cc1
 : -3 | -8 | -4 | 6 | 6 | -11 | -10[20 µM] | -7 | 1
- C=CCn1c(COc2ccccc2F)nnc1SCC(=O)N1CC(=O)Nc2ccccc21
 : -2 | 19 | -4 | -3 | 13 | 1 | -8[20 µM] | -8 | 6

Further compounds follow:
SMILES	p97 inhibitor	PPC-1+TRAIL kill	Ba/F3 V617F tox	RBBP9 inhibitor	PGE2 EP2 inh	Tb hexokinase	Furin inh	NCF1 inh	BaF3 tox
Cc1cccc(OCC(=O)Nc2nc3ccc([N+](=O)[O-])cc3s2)c1C	-1	16	-1	-8	x	-13	-15	-18	8
COc1nccnc1NS(=O)(=O)c1ccc(N/C=C2\CCCCC2=O)cc1	-1	7	2	-9	1	-11	-12	-6	4
CC(C)CNC(=S)NC1CC2CCCC(C1)N2C1CCCCC1 (stereo not given)	0	10	1	-4	6	10	-1	-2	5
CCOc1ccc(Oc2c(/C=N/NC(C)=O)c(C)nn2-c2ccccc2)cc1	2	-14	-4	-2	6	-4	-8	-10	6
CCn1c(C)[n+](Cc2ccccc2)c2ccc(Cl)cc21	8	4	28*	-8	9&6	4	-32	-8	33*
COc1ccc(C(=O)Oc2ccc3oc(=O)sc3c2)cc1	0	8	-6	-20	7	-4	-27[20 µM]	2	-1
CCCC(NC(=O)c1c(C)noc1C)C12CC3CC(CC(C3)C1)C2 (stereo not given)	2	13	-1	-1	5	-2	-21	-16	0
CC1=C(C(=O)OCC(Cl)(Cl)Cl)N2C(=O)C(NC(=O)Cc3ccccc3)C2SC1 (stereo not given)	3	8	-3	-7	9	3	-26	-13	2
C[N+]1(CCCOC(=O)C2(c3ccccc3)CCCC2)CCOCC1	-2	9	6	-8	9	3	-12	-5	58*
CC(NC(=O)CCSc1nc(-c2ccc3c(c2)OCO3)cc(C(F)(F)F)n1)c1ccccc1 (stereo not given)	-7	12	4	-8	23&12	-4	-5[20 µM]	23	1
Cc1cc(=O)c(C(=O)O)cn1Nc1ccc(F)cc1	2	16	-3	-3	16	-3	-23[20 µM]	-4	7
CCC(C)(C(=O)NC1CCCC1)N(C(=O)c1ccccn1)c1ccccc1 (stereo not given)	-2	4	2	1	6	2	-21	-13	3
Nc1c(Cl)c(Cl)nc(C(=O)N/N=C/c2cccnc2)c1Cl	5	20	-3	-3	8	-8	-2	-12	-5
Nc1ccccc1OCCOCCOCCOc1ccccc1N	-5	6	2	-6	6	-7	-14	-125	6
Cc1ccc(S(=O)(=O)NC2c3cccc4cccc(c34)C2Sc2ncccn2)cc1 (stereo not given)	3	20	-1	-12	5	5	-19	-29	3
CN1CCN(C2=C(Cl)C(=O)N(C3CCCCC3)C2=O)CC1	0	14	-3	-11	5	3	-29	-3	2
O=c1ccn(Cc2ccccc2)c2ccccc12	x	13	x	x	5	-14	2	9	x
CN(C)c1cccc(C(=O)OCC(=O)NCC2CCCO2)c1 (stereo not given)	-4	13	3	-1	8	-8	-9	-6	2
O=C(O)CCSCCCN1C(=O)c2cccc3cccc(c23)C1=O	-3	12	3	-5	5	-15	-5	3	2

Some of the compounds tested. The share of hits here may be higher or lower than overall.
